Assay outcomes (PubChem)
NLRP3 yeast inh – NALP3 inflammasome inhibitors in reconstituted yeast, primary screen, luminescence, uHTS. inhibition, % at 10 µM. Yeast reconstituted NLRP3/ASC/caspase-1, beta-gal luminescence, 24 h. AID 2825, 2010. 0.39% of 330,000 active;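 active = inhibition of 50% or more; inactive = inhibition below 50%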;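 note: plate controls were induced DMSO wells for no effect and uninduced yeast grown without galactose for full effect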
hIAP activ – human IAP activators, primary screen, biochemical, luminescence, uHTS | Intestinal-type alkaline phosphatase (Homo sapiens), P09923 | purified human IAP, CDP-Star luminescence, 30 min; active compounds read high; 1 = vehicle-only enzyme, 0 = enzyme-free background | activation factor at 10 µM | 0.16% of 330,000 active | AID 2524, 2010;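 active = activation factor of the enzyme at least 2-fold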; note: the source names both 10 and 20 µM as test concentration; values of inactives mirror those of a sister screen read the other way
Target sequence (P09923 whole entry, looked up): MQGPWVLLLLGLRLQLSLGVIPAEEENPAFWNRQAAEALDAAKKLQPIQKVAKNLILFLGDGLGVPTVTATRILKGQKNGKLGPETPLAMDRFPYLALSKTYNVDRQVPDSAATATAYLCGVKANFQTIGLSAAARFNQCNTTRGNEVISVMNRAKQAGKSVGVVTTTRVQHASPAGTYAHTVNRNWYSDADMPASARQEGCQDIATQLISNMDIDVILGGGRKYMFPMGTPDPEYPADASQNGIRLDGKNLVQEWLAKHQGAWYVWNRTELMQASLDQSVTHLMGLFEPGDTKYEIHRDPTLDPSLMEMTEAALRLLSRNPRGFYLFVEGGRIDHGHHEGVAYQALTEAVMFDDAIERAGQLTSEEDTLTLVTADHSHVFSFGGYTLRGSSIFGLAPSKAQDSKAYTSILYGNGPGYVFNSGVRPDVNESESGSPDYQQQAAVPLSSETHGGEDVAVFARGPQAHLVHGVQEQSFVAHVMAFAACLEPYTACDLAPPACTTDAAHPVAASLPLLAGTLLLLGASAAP
MIN6 prolif – inducers of MIN6 beta-cell proliferation, primary screen, ATP luminescence, uHTS | AID 2380, 2010 | 0.29% of 330,000 active | MIN6 cells proliferation, ATPlite luminescence, 48 h; cells starved in 0.2% serum; 100% = growth in 10% serum | proliferation, % at 10 µM;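 active = compounds whose signal lies at least 3.5 SD above the mean of all wells on their plate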;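 note: 0% = DMSO-treated cells in low-serum medium and 100% = 10% serum control; some compounds called inactive have numbers as strong as hits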
A3A deaminase – APOBEC3A ssDNA deaminase inhibitors, primary screen, selectivity assay for APOBEC3G inhibitor project, biochemical, FAM/TAMRA oligo cleavage fluorescence. recombinant A3A, FAM/TAMRA ssDNA deamination fluorescence. 0.41% of 330,000 active. DNA dC->dU-editing enzyme APOBEC-3A (Homo sapiens), P31941. inhibition, % at 20 µM;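 active = at least 40% inhibition at 20 µM here, with at most 30% in a related deaminase screen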;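 note: plate controls were A3A with DMSO for no effect and wells lacking A3A enzyme for full effect; some results filed as inactive read as strong as hits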
Target sequence (P31941 whole entry, looked up): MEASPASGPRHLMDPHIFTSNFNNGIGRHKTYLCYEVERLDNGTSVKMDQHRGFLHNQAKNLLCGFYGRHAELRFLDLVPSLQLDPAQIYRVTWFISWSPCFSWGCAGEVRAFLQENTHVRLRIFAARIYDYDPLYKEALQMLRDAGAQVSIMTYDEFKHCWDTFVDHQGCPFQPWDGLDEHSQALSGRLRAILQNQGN
mIAP act – activators of mouse IAP, primary screen, biochemical, luminescence, uHTS | intestinal alkaline phosphatase [Mus musculus] | AID 2805, 2010 | 0.24% of 330,000 active | muIAP, CDP-Star luminescence, 30 min; active compounds read high; 1 = vehicle-only enzyme signal, 0 = enzyme-free wells | activation factor at 10 µM;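 active = activation factor of at least 2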; note: the source names both 10 and 20 µM as test concentration; values of inactives mirror those of a sister screen read the other way
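also added = chemiluminescent substrate CDP-Star | test system = mouse IAP enzyme | signal = chemiluminescence readout | compound = DMSO-dissolved test compounds | incubation = 30 min at room temperature | benchmarks = DMSO wells, no-enzyme wells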
A3G deaminase – APOBEC3G DNA deaminase inhibitors, primary screen, biochemical, fluorescence, single-stranded DNA substrate, uHTS. 0.28% of 330,000 active. inhibition, % at 20 µM. recombinant A3G, ssDNA deamination FAM/TAMRA fluorescence. DNA dC->dU-editing enzyme APOBEC-3G (Homo sapiens), Q9HC16;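 active = inhibition of at least 40% at 20 µM, with no more than 30% in the related APOBEC3A deaminase screen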;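 note: plate controls were DMSO wells with A3G for no effect and wells lacking A3G enzyme for full effect; some compounds called inactive have numbers as strong as hits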
mIAP block – inhibitors of mouse IAP, primary screen, biochemical, luminescence, uHTS | intestinal alkaline phosphatase [Mus musculus] | 0.2% of 330,000 active | inhibition, % at 10 µM | AID 2806, 2010 | purified mouse IAP, CDP-Star luminescence, 30 min;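 active = inhibition of at least 40% at 10 µM in the primary screen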;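 note: plate controls were DMSO with enzyme for no effect and no enzyme wells for full effect; values of inactives mirror those of a sister screen read the other way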
SENP1 inh – human SENP1 catalytic domain inhibitors, primary screen, biochemical, FRET, uHTS; Sentrin-specific protease 1 (Homo sapiens), Q9P0U3; recombinant SENP1 catalytic domain, CyPet-SUMO1-YPet FRET cleavage; inhibition, % at 10 µM; 0.21% of 360,000 active;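 active = inhibition at least 30% at 10 µM, raw YFP signal under a set limit, fluorescence ratio 0.5 to 1.5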;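 note: 0% = enzyme with DMSO and 100% = no enzyme wells; some results filed as inactive read as strong as hits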
Target sequence (Q9P0U3 419-644 limits assumed): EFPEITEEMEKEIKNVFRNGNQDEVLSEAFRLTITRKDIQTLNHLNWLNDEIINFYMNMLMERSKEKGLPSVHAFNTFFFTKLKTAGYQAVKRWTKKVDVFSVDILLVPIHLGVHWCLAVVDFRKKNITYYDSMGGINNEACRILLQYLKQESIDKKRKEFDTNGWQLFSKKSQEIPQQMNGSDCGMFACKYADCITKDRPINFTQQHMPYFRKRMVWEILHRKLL
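Test system: human SENP1 catalytic domain; medium: Tris pH 8 buffer plus EDTA, NaCl, BME, BSA, NP40, catalase; incubation: 50 min reaction at room temperature; technique: FRET, CFP and YFP emission; controls: no-enzyme low control and enzyme-plus-DMSO high control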
hIAP inh – human IAP inhibitors, primary screen, biochemical, luminescence, uHTS; 0.12% of 330,000 active; purified IAP, CDP-Star luminescence, 30 min; AID 2544, 2010; inhibition, % at 10 µM; Intestinal-type alkaline phosphatase (Homo sapiens), P09923;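 active = inhibition reaching a set limit with compound at 10 µM in the primary screen, cut at about 35% in these data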;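 note: plate controls were DMSO wells with enzyme for no effect and no-enzyme buffer wells for full effect; values of inactives mirror those of a sister screen read the other way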
Active calls of the source: *. Some of the compounds tested; count on the stated rates, not on these rows.

SMILES	NLRP3 yeast inh	hIAP activ	MIN6 prolif	A3A deaminase	mIAP act	A3G deaminase	mIAP block	SENP1 inh	hIAP inh
COc1ccc(CC(=O)Nc2cccc3c2CCCC3)cc1	3	1.4	-2	-5	0.97	-5	3	0	-37
Nc1cc(C(=O)OCC(=O)N2CCN(C(=O)COC(=O)c3ccc(Cl)c(N)c3)CC2)ccc1Cl	-3	0.87	4	-4	0.95	-9	5	3	13
C=CCNc1ncnc2c1cnn2-c1ccc(OC)cc1	8	0.84	-4	-5	1	-8	-1	3	16
O=C(CN1C(=O)COc2ccccc21)NCc1ccc(C(=O)O)cc1	3	0.97	0	1	1	-5	-2	2	3
NC(=O)C1(N2CCCCC2)CCN(C2CC(=O)N(Cc3cccs3)C2=O)CC1 (configuration not stated)	24	1.1	1	-6	1	-11	-2	-2	-14
O=C(NCc1ccncc1)C(=O)N/N=C/c1ccc(OCc2ccccc2)cc1	3	1.1	-2	5	1	1	-2	2	-14
COC(=O)[C@@]1(Cc2ccc(F)cc2)[C@H]2c3cc(C(=O)N(C)C)n(C[C@H](O)CO)c3C[C@H]2CN1C(=O)c1ccccc1	14	1.1	0	-2	1.1	-4	-8	0	-14
CC(C)C[C@@H](CN1C(N)=NC[C@@H]1C)NC(=O)CC12CC3CC(CC(C3)C1)C2	14	0.96	-1	-3	1.1	-7	-10	-2	4
CCc1ccc(C(N)=S)cc1	7	0.99	-2	2	0.9	2	10	-1	1
CC(C)Cc1nnc(NC(=O)c2ccc(N3CCCC3=O)cc2)s1	-7	1.1	2	-2	0.96	-5	4	0	-10
CCN(CC)C(=O)C1CCN(Cc2cccc(OCc3ccccc3)c2)CC1	17	1.1	3	3	1	1	-4	1	-6
COc1ccccc1C/C(N)=N/OC(=O)COc1cc(C)cc(C)c1C	-3	1.1	-1	2	1	-6	0	0	-10
Cc1ccc(C)c(S(=O)(=O)N2CCCOC2CNC(=O)C(=O)NC2CCCC2)c1 (configuration not stated)	16	1.3	1	-4	0.95	-7	5	2	-25
O=C(c1ccc(CS(=O)c2cccc(Cl)c2)o1)N1CCN(c2ccccn2)CC1 (configuration not stated)	2	0.82	-4	0	1	-3	-2	2	18
COc1ccc(OCCC(=O)OCC(=O)NC(=O)NC2CCCCC2)cc1	20	0.91	3	3	1	7	0	2	9

Grouped by structure: the entries above containing an aryl methoxy group.
SMILES	NLRP3 yeast inh	hIAP activ	MIN6 prolif	A3A deaminase	mIAP act	A3G deaminase	mIAP block	SENP1 inh	hIAP inh
COc1ccc(CC(=O)Nc2cccc3c2CCCC3)cc1	3	1.4	-2	-5	0.97	-5	3	0	-37
C=CCNc1ncnc2c1cnn2-c1ccc(OC)cc1	8	0.84	-4	-5	1	-8	-1	3	16
COc1ccccc1C/C(N)=N/OC(=O)COc1cc(C)cc(C)c1C	-3	1.1	-1	2	1	-6	0	0	-10
COc1ccc(OCCC(=O)OCC(=O)NC(=O)NC2CCCCC2)cc1	20	0.91	3	3	1	7	0	2	9

More entries follow:
SMILES	NLRP3 yeast inh	hIAP activ	MIN6 prolif	A3A deaminase	mIAP act	A3G deaminase	mIAP block	SENP1 inh	hIAP inh
O=C(CSc1nc2ccccc2[nH]1)c1c[nH]c2ccccc12	2	1.1	2	1	1.1	-7	-9	3	-12
COC(=O)c1ccc(/C=C/c2ccc3cccc(OC)c3n2)cc1	15	1.1	0	0	0.73	-1	27	-66	-11
O=C1NC2=C(C(=O)c3ccccc32)C(c2ccccc2)N1 (configuration not stated)	9	0.9	4	2	0.97	1	3	5	10
Cc1cc(N)n(-c2cc(C)c3ccccc3n2)n1	22	1.1	-6	1	1	1	-3	1	-15
O=C(CCCNS(=O)(=O)c1cccc2nsnc12)NCc1ccc(Cl)cc1	12	0.97	5	1	0.91	30	10	2	3
O=C(Nc1ccc(Cl)cc1)Nc1cccnc1	12	1	-2	0	1.3	7	-26	3	0
CCN1C(=O)[C@H]2[C@@H](c3ccc(-c4ccc(OC)cc4)cc3)N[C@@](Cc3ccccc3)(C(=O)OC)[C@H]2C1=O	-4	1.1	-6	2	1	0	-4	-2	-6
Cc1ccc(NC(=O)c2cc3c(s2)CCCC3)cc1	23	0.9	-2	2	1.2	15	-16	-4	10
C/C(=N\Nc1nc(Cl)c(Cl)cc1Cl)c1ccc(S(=O)(=O)NCc2ccco2)cc1	8	1.1	-6	0	0.84	-4	16	-3	-7
CC(C)CCN1CCN(C2CSCCSC2)CC1CCO (configuration not stated)	29	0.9	-3	1	0.97	-9	3	0	10
COc1ccccc1NC(=O)CNc1ccc(F)c(Cl)c1	17	1	3	2	0.99	-6	1	0	-2
COCC1CCN(Cc2cn(-c3ccccc3F)nc2-c2cc(C)sc2C)CC1	22	1.1	-2	1	0.97	-7	3	-1	-7
O=C(CNC(=O)c1ccc(S(=O)(=O)N2CCCC2)cc1)N/N=C/c1ccc(Cl)cc1	9	0.81	0	-2	0.96	-5	4	4	19
CCCCCc1ccc(OCCC[n+]2ccccc2)c(CCCCC)c1	8	1	-4	3	0.89	-1	11	2	-2
O=C(O)c1ccc(-c2sc(Nc3ccccc3)n[n+]2-c2ccc(F)cc2)cc1	14	0.82	2	-5	0.83	-12	17	1	18

Whole records, looked up by structure:
`O=C(CNC(=O)c1ccc(S(=O)(=O)N2CCCC2)cc1)N/N=C/c1ccc(Cl)cc1` is entered as NLRP3 yeast inh = 9; hIAP activ = 0.81; MIN6 prolif = 0; A3A deaminase = -2; mIAP act = 0.96; A3G deaminase = -5; mIAP block = 4; SENP1 inh = 4; hIAP inh = 19
`CCCCCc1ccc(OCCC[n+]2ccccc2)c(CCCCC)c1` is entered as NLRP3 yeast inh = 8; hIAP activ = 1; MIN6 prolif = -4; A3A deaminase = 3; mIAP act = 0.89; A3G deaminase = -1; mIAP block = 11; SENP1 inh = 2; hIAP inh = -2

(list continues)
SMILES	NLRP3 yeast inh	hIAP activ	MIN6 prolif	A3A deaminase	mIAP act	A3G deaminase	mIAP block	SENP1 inh	hIAP inh
Cc1ccc2cc(CN(CCCO)S(=O)(=O)c3ccccc3F)c(=O)[nH]c2c1C	22	1.1	0	-4	0.95	-5	5	2	-6
CC12CCC(=O)N1C(C(=O)Nc1cc(C(F)(F)F)ccc1N1CCOCC1)CS2 (configuration not stated)	18	1.1	-4	3	1	-3	0	2	-5
N#Cc1ccccc1NC(=O)CSc1nccn1CCc1ccccc1	19	0.98	-3	1	0.97	-3	2	2	2
O=C1C(c2ccccc2)NC(=S)N1C1CCCCC1 (configuration not stated)	11	0.7	0	13	0.96	-9	4	3	30
O=C(CCCn1ncn2c(cc3occc32)c1=O)NCc1cccc(Cl)c1	18	1.3	-3	-4	1	-3	-4	-2	-26
CCOc1cc(N2CCOCC2)c(OCC)cc1NC(=O)COC(=O)CCn1c(C)csc1=O	20	1.1	0	-3	1	-7	-3	1	-14
COC(=O)C(/C=N/O)NC(=O)c1ccccc1 (configuration not stated)	15	0.95	0	-1	1	0	-2	2	5
CCOc1ccc(NC(=O)CSc2ncc(-c3ccc(F)cc3)n2Cc2ccco2)cc1	-4	1.2	-5	-7	1.2	-8	-24	0	-19
COc1ccc(S(=O)(=O)N2CCOC2CNC(=O)C(=O)NCCc2c[nH]c3ccccc23)cc1C (configuration not stated)	10	1	-3	0	0.97	0	3	4	0
C[C@@H]1CN([C@@H](C)CO)C(=O)c2cccc(NC(=O)C3CCCCC3)c2O[C@@H]1CN(C)Cc1ccc(Cl)c(Cl)c1	12	0.87	-6	-3	1	-5	-3	1	13
CN(C)S(=O)(=O)c1ccc(N2CCCC2)c(C(=O)NCc2ccccc2)c1	1	1.1	6	-1	1	-4	-3	0	-9
O=C(NNC(=S)NCc1ccco1)c1ccccc1Br	17	2.3*	4	-5	0.84	-11	16	5	-126
COCCCNC(=S)Nc1ccc2nc3n(c(=O)c2c1)CCCCC3	-3	0.94	-2	5	1	-2	0	0	6
CC(=O)C1=C(O)C(=O)N(c2ccc(S(N)(=O)=O)cc2)C1c1ccc([N+](=O)[O-])cc1 (configuration not stated)	-6	0.92	-3	4	1	-4	0	1	8
O=C(NC1CCCC1)c1ccccc1-c1ccccc1	-10	1	2	-1	1.1	-3	-12	-1	0
COc1ccc(CNC(=O)CN(c2ccccc2)S(=O)(=O)c2ccccc2[N+](=O)[O-])cc1	22	1.1	0	1	1	1	-2	-4	-6
CN(CC(=O)O)S(=O)(=O)c1ccc2c(c1)n(C)c(=O)c(=O)n2C	8	0.95	-2	5	1	2	-4	1	5
CC1(C)OC(=O)C(=CNc2ccccn2)C(=O)O1	8	1.2	-2	0	1.1	8	-8	1	-19
CCC(C)NCCC(=O)Nc1ccc(Cl)c(S(=O)(=O)Nc2ccc(Cl)cc2)c1 (configuration not stated)	5	0.98	-6	-1	0.93	-4	7	-1	2
Cc1ccc(NC(=O)C2CCN(S(=O)(=O)c3cccs3)CC2)cc1	18	1.1	-1	5	1.2	-10	-16	3	-11
O=C(C(Cl)c1ccccc1)N1CCOCC1 (configuration not stated)	4	1	2	3	1	4	0	1	-4
CN(C(=O)COC(=O)c1ccc(Cl)c(S(=O)(=O)N2CCCCCC2)c1)C1CCS(=O)(=O)C1 (configuration not stated)	3	0.95	-2	-1	0.93	-4	7	0	5
CCOC(=O)C1=C(C)NC2=C(C(=O)c3ccccc32)C1c1ccc([N+](=O)[O-])o1 (configuration not stated)	22	0.76	-5	1	0.96	-3	4	8	24
CC1(C)Cc2c(sc(NC(=O)COc3ccccc3)c2C#N)C(C)(C)N1	13	1.1	3	-2	1	-4	-4	-9	-10
CCn1c(SCC(=O)c2ccccc2)nnc1-c1cccnc1	10	1	0	-3	0.94	-4	6	2	0
CCOC(=O)/C=C/C(=O)Nc1ccc(S(=O)(=O)Nc2cc(C)on2)cc1	25	0.93	1	3	1	2	-1	-7	7
O=C(CCN1CCOCC1)c1ccc2c(c1)OCCO2	-2	1.1	-6	-20	0.95	-7	5	-1	-6
O=c1[nH]c2cc3c(cc2cc1CN(Cc1cccnc1)C(=S)NCc1ccco1)OCO3	9	0.95	-2	2	0.7	5	30	-2	5
C/C(=N\NC(=O)c1cccc(Br)c1)c1cccnc1	10	0.87	-4	2	1	-1	-3	2	13
CC1CCCCC12NC(=O)N(CC(=O)NCCc1c[nH]c3ccccc13)C2=O (configuration not stated)	12	0.97	-1	-2	1.1	-9	-7	0	3
COc1cc(/C=N/NC(=O)CCN2CCN(C(c3ccccc3)c3ccccc3)CC2)ccc1O	-4	0.86	-4	-3	0.98	-9	2	0	14
